pPAFAH FP inh = pPAFAH (human) enzyme inhibition; Q13093; recombinant pPAFAH, FP-rhodamine probe fluorescence polarization; inhibition, % at 3.39 µM; 330,000 tested, 1.5% active; AID 463082;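 active means inhibition above the mean inhibition across the screen plus 3 SD, cut at about 25% in these data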;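 further: inhibitors block binding of the rhodamine activity-based probe so polarization drops; 0% = enzyme with DMSO and 100% = wells lacking pPAFAH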
PAFAH1B2 inh = blocks human PAF acetylhydrolase 1b catalytic subunit 2. P68402. recombinant PAFAH1B2, FP-rhodamine activity probe, fluorescence polarization. inhibition, % at 3.39 µM. 340,000 tested, 1.2% active. AID 492953;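 active means inhibition above the mean of all tested compounds plus 3 SD, cut at about 24% in these data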;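 further: 0% = enzyme with DMSO and 100% = wells lacking PAFAH1B2; many of its hits are not listed in these tables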
Target sequence (P68402 whole entry, looked up): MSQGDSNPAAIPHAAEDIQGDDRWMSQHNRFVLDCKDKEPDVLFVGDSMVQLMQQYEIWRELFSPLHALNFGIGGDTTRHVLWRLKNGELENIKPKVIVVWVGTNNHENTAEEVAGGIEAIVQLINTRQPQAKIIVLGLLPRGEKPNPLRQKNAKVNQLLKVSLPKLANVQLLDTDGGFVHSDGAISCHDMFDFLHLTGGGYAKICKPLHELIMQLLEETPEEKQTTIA
PAD4 FP inh = PAD4 (human) enzyme inhibition; Q9UM07; AID 485272; recombinant PAD4, RCA probe fluorescence polarization; 330,000 tested, 0.41% active; inhibition, % at 6.36 µM;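 active means percent inhibition above a cutoff equal to the mean of all tested compounds plus 3 SD, cut at about 15% in these data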;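 further: 0% = PAD4 with RCA probe and DMSO and 100% = probe without PAD4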
LYPLA1 counter = blocks human lysophospholipase 1, a PME1 counter-screen. recombinant LYPLA1, FP-Rh probe fluorescence polarization. inhibition, % at 5.9 µM. 320,000 tested, 0.16% active;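 active means inhibition above the mean of all tested compounds plus 3 SD, set per campaign, cut at about 14% in these data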;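 further: inhibitors block serine hydrolase probe labeling of LYPLA1 so polarization falls; 0% = enzyme with DMSO and 100% = wells lacking LYPLA1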
Target sequence (O75608 whole entry, looked up): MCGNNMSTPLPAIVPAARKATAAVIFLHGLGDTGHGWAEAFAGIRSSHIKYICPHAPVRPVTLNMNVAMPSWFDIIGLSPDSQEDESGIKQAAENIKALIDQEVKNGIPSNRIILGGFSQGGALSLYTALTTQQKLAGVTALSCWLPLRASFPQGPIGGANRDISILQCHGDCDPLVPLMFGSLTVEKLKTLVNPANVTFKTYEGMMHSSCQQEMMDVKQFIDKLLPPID
PME-1 inh = PME-1 (human) inhibition; Q9Y570; recombinant PME-1, FP-Rh probe fluorescence polarization; inhibition, % at 5.9 µM; 320,000 tested, 0.53% active; AID 2130;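 active means inhibition above the campaign mean of all compounds plus 3 SD, cut at about 26% in these data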;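 further: competitive labeling of PME-1 active site by serine hydrolase directed probe; 0% = PME-1 with DMSO and 100% = wells lacking PME-1 enzyme; inhibitors block probe labeling so polarization falls and inhibition rises; many of its hits are not listed in these tables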
LYPLA2 counter = counter-screen for PME1 inhibitors: inhibitors of human LYPLA2; AID 2177; inhibition, % at 5.9 µM; 320,000 tested, 0.38% active; recombinant LYPLA2, FP-Rh probe fluorescence polarization;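 active means inhibition above the screen-wide mean plus 3 SD, limit set per campaign, cut at about 26% in these data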;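 further: 0% = LYPLA2 with DMSO and 100% = wells lacking LYPLA2 enzyme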
Target sequence (O95372 whole entry, looked up): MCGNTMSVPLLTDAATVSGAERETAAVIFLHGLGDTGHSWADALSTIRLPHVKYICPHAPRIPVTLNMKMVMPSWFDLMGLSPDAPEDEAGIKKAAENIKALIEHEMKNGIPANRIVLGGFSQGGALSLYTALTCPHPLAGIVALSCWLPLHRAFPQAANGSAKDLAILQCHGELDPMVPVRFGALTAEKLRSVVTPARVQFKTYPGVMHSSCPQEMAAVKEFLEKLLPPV
PAFAH1B3 FP inh = PAFAH1B3 (human) inhibition; AID 492972; inhibition, % at 3.39 µM; recombinant PAFAH1B3, FP-rhodamine probe, fluorescence polarization; 340,000 tested, 0.28% active; Q15102;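 active means inhibition above the screen-wide average of all tested compounds plus 3 SD, cut at about 25% in these data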;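 further: 0% = enzyme with DMSO only and 100% = wells lacking PAFAH1B3 protein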
Target sequence (Q15102 whole entry, looked up): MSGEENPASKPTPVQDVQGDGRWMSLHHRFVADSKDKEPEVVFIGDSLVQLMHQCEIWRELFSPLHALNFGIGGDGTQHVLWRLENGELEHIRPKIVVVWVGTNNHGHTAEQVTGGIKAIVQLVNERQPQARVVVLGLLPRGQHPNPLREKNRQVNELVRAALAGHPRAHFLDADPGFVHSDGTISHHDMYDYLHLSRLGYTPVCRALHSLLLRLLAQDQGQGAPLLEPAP
GSTO1 inh = blocks human GSTO1 in RBBP9 counter-screen; recombinant GSTO1, activity-based probe fluorescence polarization; P78417; inhibition, % at 5.96 µM; AID 1974; 300,000 tested, 1.1% active;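 active means inhibition above the campaign mean inhibition plus 3 SD, cut at about 35% in these data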;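 further: 0% = GSTO1-1 with DMSO and 100% = wells lacking GSTO1-1 enzyme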
PAFAH2 FP inh = PAFAH2 (human) inhibition; 340,000 tested, 0.99% active; Q99487; inhibition, % at 3.39 µM; AID 492956; recombinant PAFAH2, FP-rhodamine activity probe, fluorescence polarization;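 active means inhibition above the mean over all tested compounds plus 3 SD, cut at about 30% in these data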;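 further: inhibitors block probe labeling of enzyme so polarization drops; 0% = enzyme with DMSO and 100% = wells lacking PAFAH2 protein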
The depositor's hits bear a star; . = no result given. An excerpt; count on the stated rates, not on these rows.

Molecule	pPAFAH FP inh	PAFAH1B2 inh	PAD4 FP inh	LYPLA1 counter	PME-1 inh	LYPLA2 counter	PAFAH1B3 FP inh	GSTO1 inh	PAFAH2 FP inh
O=C(CSC(=S)N1CCCCC1)c1ccccc1	5	-3	-1	-1	-2	1	6	-1	5
COC(=O)c1ccccc1OCC(=O)N1CCN(c2ccc(Cl)cc2)CC1	1	4	4	-1	5	0	11	2	-3
CCOc1cc(/C=N/NC(=O)CCn2nc(C)cc2C)ccc1O	2	3	-3	5	5	9	0	0	-5
CC1(C)CC(=O)C/C(=N/NC(=O)c2ccc(-c3ccccc3)cc2)C1	5	6	1	0	1	8	1	2	5
COc1ccc(-c2c(C)n([O-])c3c([n+]2=O)CCCC3)cc1	4	2	-2	4	5	-1	3	4	-5
O=C(CSc1nnc(-c2ccc(F)cc2)c2ccccc12)Nc1ccccc1Cl	8	-1	2	-2	1	-8	3	5	-5
CCOC(=O)C1(Cc2ccc(Cl)cc2)CCN(C(=O)c2cscn2)CC1	2	8	-1	3	0	4	5	6	9
COc1cc(C(=O)N2CCN(c3ccc(C)cc3C)CC2)cc(OC)c1OC	5	4	2	5	3	-1	0	8	3
Cn1c(CCN2CCN(c3ccccn3)CC2)nc2cc(NS(=O)(=O)c3ccc(Cl)cc3)ccc21	14	26*	1	-2	-3	8	0	2	1
CN(C(=O)CSc1n[nH]c(=O)[nH]c1=O)c1ccccc1	2	10	-2	.	.	.	9	.	3
Cc1ccc(C)c(CN2CCNC2=O)c1	5	-2	1	0	0	3	8	1	3
CCC(C)(NC(=O)c1ccccc1)C(=O)O (stereo not given)	0	5	-6	-1	1	-4	8	-4	-1
O=C(CSc1ccc([N+](=O)[O-])cn1)Nc1ccc2c(c1)OCCO2	4	-1	-6	0	1	-3	9	10	0
O=[N+]([O-])c1ccc(CN2CCCCCC2)cc1	2	7	5	-3	8	3	6	-2	-6
CCOC(=O)c1cnn(CCOC(=O)Cc2cccs2)c1NC(=O)Cc1cccs1	-5	3	-8	-3	-6	-7	5	2	-5
O=[N+]([O-])c1ccc(/C=N/N2CCN(Cc3ccccc3)CC2)cc1	6	-4	0	2	6	12	0	-3	-1
COc1ccc(NC(=O)C2C3CCC4C(CCC32)C4(Cl)Cl)cc1 (stereo not given)	8	6	-4	0	1	-1	9	-3	2
O=c1[nH]c2cc3c(cc2cc1CN(CC1CCCO1)S(=O)(=O)c1ccc(Cl)cc1)OCCO3 (stereo not given)	3	3	0	-1	-2	1	5	1	-3
CCCCOC(=O)CN1C(=O)c2ccc(C(=O)OCCCC)cc2C1=O	4	-1	4	0	-1	5	2	-5	-1
COC(=O)c1ccccc1NC(=O)C1CCCN(S(=O)(=O)c2ccc(F)cc2)C1 (stereo not given)	3	5	-5	-3	3	-3	5	8	-5
CSc1nc(O)c(/C=C2\C=Nc3ccccc32)[nH]1	5	5	-3	4	16	9	4	3	-7
COc1ccc2c(c1)OC[C@H]1[C@H]2N2C(=O)[C@H](C)NC(=O)[C@@]2(C)[C@H]1c1ccccc1	1	5	-2	0	3	-6	4	.	3
C=CCC1S/C(=N/N=C/c2cccs2)NC1=O (stereo not given)	6	1	0	-1	-1	-4	9	2	5
CC(C)c1ccc2c(c1)C1Cc3ccccc3C1N2 (stereo not given)	3	1	-13	3	-2	-2	-2	-5	-2
CCCCCCCOC(=O)c1ccc(OC(=O)c2cccnc2)cc1	5	16	-2	-2	-2	6	6	8	47*
O=C(Cn1nnc(-c2ccncc2)n1)N(C1CCCCC1)C1CCCCC1	-2	0	3	-3	-5	-5	2	5	10
COc1ccc(NS(=O)(=O)c2cccc(NC(=O)NCCCl)c2)cc1	16	4	-8	-3	-10	-15	-1	2	8
O=Cc1cn(CCC(=O)O)nc1-c1cc2ccccc2o1	-3	1	-7	3	-2	10	-1	-2	-3
COc1ccc(-c2csc(NC(=O)c3ccc(C(C)(C)C)cc3)c2C(=O)O)cc1	37*	.	1	0	-27	1	.	3	.
COc1cccc(NC(=O)CN(C)C(=O)CSc2nc3ccccc3s2)c1	-11	3	-3	-5	-3	-4	2	2	-2
CC(C)CN(C(=O)COC(=O)CSc1ccccc1)c1c(N)n(Cc2ccccc2)c(=O)[nH]c1=O	12	6	0	3	-6	8	6	0	-3
CCOc1ccc(NC(=O)CCC(=O)NNC(=O)NC2CCCCC2)cc1	3	-1	-4	0	11	-4	10	3	-8
COc1ccc(CCC(=O)N(c2nnc(-c3cccnc3)s2)C(C)C)cc1	1	3	0	1	5	10	4	6	5
CCn1c(O)c(C=NCc2ccccc2)sc1=S	10	13	1	-4	6	1	3	-9	3
O=C(NCCCc1ccccc1)c1ccccc1	0	1	5	-1	-4	3	1	17	-7
COc1ccc(N(CC(=O)Nc2cc(C(=O)O)ccc2C)S(=O)(=O)c2c(C)noc2C)cc1	-2	3	1	-3	-5	-4	-4	1	0
COc1ccccc1C(=O)NC(CCSC)C(=O)NNC(=O)c1ccc(F)cc1 (stereo not given)	-3	1	3	0	-3	1	-5	-1	0
CC(C)(C)NC(=O)c1cnn2c1NC(c1ccc(F)cc1)CC2C(F)(F)F (stereo not given)	1	1	-4	1	2	3	10	-8	6
COCC1CCCN(Cc2cn(Cc3ccccc3)nc2-c2cc3ccccc3o2)C1 (stereo not given)	3	1	0	-3	3	4	4	6	3
Cn1c(=O)cc(SCC(=O)N2CCN(C3CCCCC3)CC2)c2ccccc21	4	4	-4	0	3	14	7	-13	3
CCOC(=O)c1ccc(S(=O)(=O)Nc2cc(C(=O)O)ccc2Cl)cc1	5	1	-2	1	-3	4	0	2	2
CCCCCCC1CC(CCC(=O)Nc2ccc([N+](=O)[O-])cc2)C(=O)O1 (stereo not given)	5	2	-3	-1	-1	14	8	-4	0
O=c1[nH]c(=S)c2c(n1-c1ccccc1)CCC2	2	1	-2	-3	-1	0	6	2	11
Cc1cc(C)c(Cc2c(C)nc3c(C(=O)NCc4ccco4)cnn3c2C)c(C)c1	23	-1	1	-9	0	-6	4	-2	-6
C=CCn1c(SCC(=O)Nc2cc(C)on2)nc2sc3c(c2c1=O)CCCC3	1	-7	4	0	2	6	3	-3	-8
CCN(CC)CCCNC(=O)C1CCC(=O)N(c2ccc(OC)cc2)C1c1ccc(F)cc1 (stereo not given)	3	2	0	-4	4	-4	-4	0	5
CC[C@@H]1C=C(C(=O)O)[C@H](c2ccc(Br)cc2)N1S(=O)(=O)c1ccc(C)cc1	3	21	1	.	.	.	7	.	-4
O=C(CSc1nnnn1-c1cccc2c1CCCC2)NC1CCCC1	6	5	-6	-3	4	-3	-2	6	1
O=C(Nc1ccc2c(c1)OCO2)c1cc2n(n1)C(C(F)(F)F)CC(c1ccccc1)N2 (stereo not given)	6	2	-4	-6	1	-2	-1	1	4
Cc1ccc(-c2cc(C(=O)N/N=C/c3ccccc3O)n[nH]2)o1	5	1	-3	-4	-13	-12	-2	2	1

Additional results.
Molecule	pPAFAH FP inh	PAFAH1B2 inh	PAD4 FP inh	LYPLA1 counter	PME-1 inh	LYPLA2 counter	PAFAH1B3 FP inh	GSTO1 inh	PAFAH2 FP inh
O=C(OCC(=O)N1CCOCC1)c1ccccc1OCc1ccccc1	2	6	1	-2	0	2	5	.	4
O=C(CN1CCc2ccccc21)NN1CC(=O)N(c2ccccc2)CC1=O	8	2	2	1	6	1	3	10	1
COc1ccc(OC)c(-c2cc(C(=O)N3CCCc4ccccc43)no2)c1	-6	1	-1	-2	0	2	17	2	-7
O=C(Nc1ccc(Cl)cc1)c1csc(-c2ccncc2)n1	1	3	0	-19	2	-1	11	-10	3
C=CCNC(=S)N/N=C/c1cn(C)c2ccccc12	-1	.	0	-2	5	-5	.	-6	.
CCOC(=O)c1sc(N/N=C/c2ccc(N(C)C)cc2)nc1C	4	-1	0	-3	-2	-11	8	5	2
Cc1ccnc(NC(=O)CC(c2ccccc2)c2ccccc2)n1	-2	-1	3	0	3	-4	1	-1	9
COC(=O)CCC(=O)OC1(C)C(=O)C=C2C=C3CCCN3C=C2C1=O (stereo not given)	17	9	-9	1	1	7	9	38*	11
O=C(CN1C(=O)C(=O)c2ccccc21)NCCc1ccccc1	12	-1	-4	4	-3	9	5	1	1
Cc1ccccc1CN(C)CC(=O)Nc1ccccc1-c1ccccc1	-9	3	-3	-3	5	6	8	1	-1
COc1ccc(NC(=O)CN(C)C(=O)C2CC(=O)N(c3cccc4ccccc34)C2)cc1 (stereo not given)	4	3	-1	-2	-3	1	10	.	-3
O=C(COc1ccccc1O)Nc1ccc(Cl)cc1	-3	1	5	1	-11	2	2	9	-14
CCN(C(=O)CSc1nnc(Nc2ccc(OC)cc2)s1)C1CCS(=O)(=O)C1 (stereo not given)	0	0	0	.	.	.	9	.	3
COc1cccc([C@@H]2Oc3ccc(OC)cc3C(=O)[C@H]2OC(=O)N[C@H](C)C2CCCCC2)c1	4	.	-2	-6	0	-8	.	4	.
O=C(NCC1CCCO1)C1CCC(=O)N1Cc1ccc(F)cc1 (stereo not given)	-7	4	-2	-3	0	-4	6	6	-3
O=C(CCCn1c(=O)[nH]c2cc(Cl)ccc2c1=O)NCCCN1CCCC1	5	-2	-2	-1	-2	-3	5	0	0
O=C1CCCC2=C1C1(CCCCC1)N=C(Nc1nc3ccccc3s1)N2	0	0	3	1	2	0	-3	3	-2
COc1cccc(-c2nn[nH]n2)c1O	6	-3	1	2	8	6	13	15	1
O=S(=O)(c1ccccc1)c1nc(-c2ccco2)oc1Nc1ccccc1	2	5	0	-1	-1	-4	0	2	11
C=CCOn1c(=O)c(-c2ccc(OC)c(OC)c2)[n+]([O-])c2ccccc21	6	6	-1	-2	4	-1	7	9	-2
CN1CCN(C(=S)SCc2nc(N)nc(Nc3ccc(F)cc3)n2)CC1	-1	3	-2	-2	0	-2	-1	-2	-4
O=C(CCCCCn1c(=S)[nH]c2ccc(N3CCOCC3)cc2c1=O)NC1CCN(Cc2ccccc2)CC1	15	5	0	6	3	6	-2	10	-4
CN(C)c1ccc(/C=C2\SC(=O)N(CC(O)Cn3c4ccccc4c4ccccc43)C2=O)cc1 (stereo not given)	1	2	-1	-11	-12	-12	1	1	-9
CCCc1cc(=O)oc2cc(OCC(=O)NC(Cc3ccc(Cl)cc3)C(=O)O)ccc12 (stereo not given)	5	24	5	1	-4	4	-2	-1	3
COc1ccc(N/C=C\C(=O)c2ccc3ccccc3c2)cc1	-6	-2	-4	1	5	4	4	7	0
COc1ccc(Cl)cc1NC(=O)Cn1c(=O)oc2ccccc21	3	-3	-2	3	-3	5	-8	1	-25

Structural class, the compounds so far with a CF3 group
Molecule	pPAFAH FP inh	PAFAH1B2 inh	PAD4 FP inh	LYPLA1 counter	PME-1 inh	LYPLA2 counter	PAFAH1B3 FP inh	GSTO1 inh	PAFAH2 FP inh
CC(C)(C)NC(=O)c1cnn2c1NC(c1ccc(F)cc1)CC2C(F)(F)F (stereo not given)	1	1	-4	1	2	3	10	-8	6
O=C(Nc1ccc2c(c1)OCO2)c1cc2n(n1)C(C(F)(F)F)CC(c1ccccc1)N2 (stereo not given)	6	2	-4	-6	1	-2	-1	1	4
